RAM network inh = inhibitors of the yeast RAM network, primary screen, dse1pr::URA3 reporter, 5-FOA selection; S. cerevisiae dse1pr::URA3 reporter, 5-FOA growth OD615, 2 d; analog-sensitive cbk1-as2 kinase mutant strain; actives 1.8% (n = 190,000); inhibition, % at 50 µM;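 active = inhibition above a set limit, 3 SD over mean compound inhibition, cut at about 8.4% in these data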;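 also: 0% = DMSO-only wells with no growth and 100% = 10 µM 1-NA-PP1 full growth; inhibition rescues growth on 5-FOA so higher OD means more RAM inhibition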
ROMK primary = ROMK potassium channel modulators, primary screen, cell-based, thallium flux, MLSMR library; ATP-sensitive inward rectifier potassium channel 1 (Homo sapiens), P48048; Tet-inducible ROMK, thallium flux fluorescence; actives lie on both sides; B-score at 10 µM; actives 2% (n = 130,000); AID 1918, 2009;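 active = signal ratio slope over the read window, or its plate-corrected B-score, at least 3 SD from the plate mean, either direction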;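 also: B-score of the F/F0 ratio slope over 7 to 12 s after thallium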
Target sequence (P48048 whole entry, looked up): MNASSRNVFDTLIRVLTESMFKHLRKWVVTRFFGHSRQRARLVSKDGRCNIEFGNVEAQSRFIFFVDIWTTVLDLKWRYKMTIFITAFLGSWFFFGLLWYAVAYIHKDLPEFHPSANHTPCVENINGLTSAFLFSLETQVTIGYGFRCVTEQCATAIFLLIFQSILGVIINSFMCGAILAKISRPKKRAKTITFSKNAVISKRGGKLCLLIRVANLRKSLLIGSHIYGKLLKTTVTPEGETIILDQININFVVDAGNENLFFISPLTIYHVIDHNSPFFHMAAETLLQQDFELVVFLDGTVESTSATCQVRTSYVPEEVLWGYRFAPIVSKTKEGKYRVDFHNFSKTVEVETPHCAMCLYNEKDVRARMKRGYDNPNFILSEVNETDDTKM
bIAP inh = bovine intestinal alkaline phosphatase inhibitors, primary screen, selectivity assay for TNAP inhibitor project, biochemical, bovine IAP, CDP-star luminescence; 190,000 tested, under 10 active; alkaline phosphatase, intestinal [Bos taurus]; inhibition, % at 20 µM; purified bovine IAP, 30 min;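 active = over 50% inhibition of intestinal alkaline phosphatase at 20 µM in the single-dose screen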
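Assay system: bovine IAP enzyme; medium: DEA buffer 100 mM, pH 9.8, with MgCl2 1.0 mM, ZnCl2 0.02 mM; doses: 20 µM single dose; incubation: enzyme reaction for 30 min at room temperature; detection: CDP-star luminescence signal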
SRC2 TRFRET art = TR-FRET signal artefacts, primary screen, artefact control for PPARgamma SRC-2 agonist project, biochemical | TR-FRET artefact counter-screen; hits give high values | TR-FRET ratio at 8 µM | actives 0.4% (n = 200,000); in the data active = TR-FRET ratio above about 2000; also: inactives centre near 1500
PPARg SRC3 recr = PPARgamma agonists recruiting SRC-3 coactivator, primary screen, biochemical; actives 0.26% (n = 200,000); AID 731, 2007; biochemical PPARgamma/SRC-3 coactivator recruitment assay; Peroxisome proliferator-activated receptor gamma (Homo sapiens), P37231; activation, % at 8 µM; in the data active = activation above about 23%;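 also: 0% = DMSO and 100% = reference agonist; some compounds past the cut are filed as inactive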
Target sequence (P37231 whole entry, looked up): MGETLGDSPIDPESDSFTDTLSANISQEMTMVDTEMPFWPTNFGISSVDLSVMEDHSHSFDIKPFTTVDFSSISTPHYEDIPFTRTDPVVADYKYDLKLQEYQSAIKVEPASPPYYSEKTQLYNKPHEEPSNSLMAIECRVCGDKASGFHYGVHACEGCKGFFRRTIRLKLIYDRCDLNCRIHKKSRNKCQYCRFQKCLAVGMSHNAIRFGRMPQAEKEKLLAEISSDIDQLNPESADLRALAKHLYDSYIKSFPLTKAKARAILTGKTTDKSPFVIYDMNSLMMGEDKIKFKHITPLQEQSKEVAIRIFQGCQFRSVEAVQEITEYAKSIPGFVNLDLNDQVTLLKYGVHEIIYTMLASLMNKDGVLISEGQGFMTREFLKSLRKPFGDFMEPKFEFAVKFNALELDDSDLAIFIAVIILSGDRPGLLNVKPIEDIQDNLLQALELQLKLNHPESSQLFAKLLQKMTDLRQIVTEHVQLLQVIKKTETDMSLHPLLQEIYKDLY
PPARg SRC1 recr = PPARgamma agonists recruiting SRC-1 coactivator, primary screen, biochemical; Peroxisome proliferator-activated receptor gamma (Homo sapiens), P37231; PPARgamma-SRC-1 coactivator recruitment biochemical assay; activation, % at 8 µM; actives 0.41% (n = 200,000); AID 631, 2007; in the data active = activation above about 19%;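 also: 0% = DMSO and 100% = reference agonist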
Efa HMGR inh = inhibitors of E. faecalis class II HMGR, primary screen, biochemical, Enterococcus faecalis; HMG-CoA reductase (Enterococcus faecalis, mvaE); actives 0.41% (n = 190,000); inhibition, % at 10 µM; purified E. faecalis HMGR, NADPH absorbance 340 nm kinetic;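 active = inhibition above a set limit, the median over all tested compounds plus 3 SD, cut at about 9.5% in these data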;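 also: enzyme runs in reverse so mevalonate oxidation gives rising NADPH absorbance; 0% = complete reaction with DMSO and 100% = background rate lacking mevalonate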
Redox H2O2 prof = compounds producing H2O2 with reducing agent – biochemical, NIH compound library profiling, artefact control for MLSCN library redox annotation, primary screen | DTT-dependent redox cycling H2O2, phenol red/HRP absorbance; 100% = 100 µM peroxide control, 0% = buffer | actives 0.03% (n = 200,000) | AID 878, 2007 | activation, % at 10 µM;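 active = activation of at least 50% relative to the plate's high and low controls in the primary single-dose screen; inactive = activation below 50%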;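 also: compound incubated with DTT at 0.8 mM final as the reducing agent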
PPARg SRC-2 ag = agonists of PPARg-SRC-2 recruitment, primary screen, biochemical, HTS; actives 0.34% (n = 200,000); activation, % at 8 µM; PPARgamma LBD-SRC-2 recruitment; AID 1032, 2008; Peroxisome proliferator-activated receptor gamma (Homo sapiens), P37231; in the data active = activation above about 22%;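 also: 0% = vehicle and 100% = reference agonist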
S1P3 antagonist = S1P3 receptor antagonists, primary screen, cell-based | actives 0.27% (n = 170,000) | Sphingosine 1-phosphate receptor 3 (Homo sapiens), Q99500 | CHO S1P3 NFAT-BLA reporter, FRET fluorescence, antagonist mode | inhibition, % at 4.98 µM;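 active = inhibition above the plate cutoff, the mean inhibition of test wells on that plate plus 3 SD, cut at about 28% in these data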;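 also: cells challenged with S1P at its EC80 of 0.8 µM; blue over green emission ratio from cleaved BLA substrate after 4 h stimulation; 0% = S1P-stimulated wells and 100% = unstimulated DMSO-only wells; some compounds past the cut are filed as inactive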
L major viab = Leishmania major promastigote growth inhibition, primary screen; inhibition, % at 10 µM; Leishmania major promastigotes, resazurin fluorescence viability; actives 9% (n = 200,000); in the data active = inhibition above about 50%;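 also: promastigotes grown with compound for 44 hours at 28 °C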
An asterisk follows results filed as active; . = not tested or not shown.

Start of the listing, in advance (2 entries):
Values in the order – RAM network inh	PPARg SRC1 recr	L major viab	S1P3 antagonist	ROMK primary	PPARg SRC3 recr	PPARg SRC-2 ag	bIAP inh	Redox H2O2 prof	SRC2 TRFRET art	Efa HMGR inh
CC(C)C[C@H](NC(=O)Nc1ccc(S(N)(=O)=O)cc1)C(=O)O
 : 0.8	1	4	-29	.	-1	-1	-7	-1.4	1566	-4
CN(C)/C=C1\N=C(c2ccc(Cl)cc2Cl)OC1=O
 : 2.2	-1	-6	.	-1.4	9	4	9	-0.5	1787	-1

The list itself (from the top)
Values in the order – RAM network inh	PPARg SRC1 recr	L major viab	S1P3 antagonist	ROMK primary	PPARg SRC3 recr	PPARg SRC-2 ag	bIAP inh	Redox H2O2 prof	SRC2 TRFRET art	Efa HMGR inh
CC(C)C[C@H](NC(=O)Nc1ccc(S(N)(=O)=O)cc1)C(=O)O
 : 0.8	1	4	-29	.	-1	-1	-7	-1.4	1566	-4
CN(C)/C=C1\N=C(c2ccc(Cl)cc2Cl)OC1=O
 : 2.2	-1	-6	.	-1.4	9	4	9	-0.5	1787	-1
COC(=O)C1=C(N)Oc2cc(C)n(Cc3ccco3)c(=O)c2C1c1cccc(Cl)c1 (stereo not drawn)
 : 0.5	1	41	-16	-0.12	1	-3	6	0.3	1544	-1
O=C(CCC(=O)OCC(=O)c1ccc(Br)cc1)Nc1ccc(Br)c2cccnc12
 : 7.3	7	-10	.	-0.62	0	8	32	0.1	1456	1
CC(C)N(Cc1nc(-c2ccc(Cl)cc2)no1)C(=O)CCCN1C(=O)c2ccccc2C1=O
 : 0.5	0	19	8	.	-6	-12	-6	-0.7	1312	-2
Cc1ccc(CNC(=O)CCCn2c(=O)c3ccccc3n(CC(=O)NC3CCCC3)c2=O)cc1
 : 1.1	6	-7	8	.	3	5	-3	-1.8	1524	3
CCOC(=O)CC(=O)CSc1nc2c(C)c(C)ccc2cc1C
 : 6.9	3	-6	.	-0.11	1	10	17	0.2	1530	-4
CCn1c(SCC(=O)N2c3ccccc3CC2C)nnc1-c1ccco1 (stereo not drawn)
 : .	0	0	.	.	4	4	.	0.6	1551	.
Nc1ccc(CSc2ccc(Cl)cc2)cc1
 : 1.9	9	8	-6	-0.79	9	4	11	-0.5	1815	-7
COc1cc(-c2nnc(SCC3(c4ccccc4)OCCO3)o2)cc(OC)c1OC
 : 4.4	3	11	.	0.011	6	-3	-3	-8.5	1396	1
N=C1C(c2nc3ccccc3[nH]2)=C(O)CN1c1ccc(CC(=O)O)cc1
 : 1.5	-1	-1	.	0.46	1	-4	-53	0.1	1568	-11
O=C(c1ccc(F)cc1)N1CCN(C(=O)c2ccc([N+](=O)[O-])cc2)CC1
 : 0.2	4	-2	-2	-0.21	-1	0	1	-1.2	1615	-1
O=S1(=O)CCC(n2ncc3c2/C(=C/c2ccccc2)CC3)C1 (stereo not drawn)
 : 6.1	2	7	3	0.67	1	4	6	-1.9	1642	0
CC[n+]1c(/C=C/Nc2ccccc2)sc2ccccc21
 : 0.2	-6	99*	.	-1.4	1	-2	25	-3.7	1368	-2
COc1cccc(NC(=O)N2CCC(N3CCCCC3)CC2)c1
 : 0.6	1	-1	-8	.	1	6	-3	2.6	1431	-2
Cc1cc(Br)c2c(c1)/C(=C/C(=O)c1cccs1)C(=O)N2
 : 1.7	8	100*	-20	0.72	0	1	8	-0.8	1481	-2
O=C(N/N=C\c1cccs1)c1sccc1-n1cccc1
 : 3.7	-6	18	-10	-1.3	-6	-6	0	-1.0	1552	-1
C#CCNC(=O)C1=C[C@H](c2ccc(C(F)(F)F)cc2)C[C@H](OCCCCO)O1
 : 2.0	7	0	2	.	1	2	0	0.7	1490	-1
CC(C)(C)Cc1nnc(NC(=O)Cc2cccs2)s1
 : 0.8	-3	-7	-2	.	2	4	4	-0.2	1556	1
CC1(C)C2CC=C(/C=N/NC(=O)c3ccccc3O)C1C2 (stereo not drawn)
 : 2.7	4	7	-21	0.36	-1	0	24	-0.1	1624	-1
Cn1cc(CN2CCC(C(=O)N3CCCCC3)CC2)c(-c2ccccc2F)n1
 : 0.9	1	-4	-20	0.73	-6	-3	0	0.7	1557	-3
CCOc1cc(C=O)ccc1OCc1cc(=O)n2cc(C)ccc2n1
 : 1.9	0	-3	1	-0.036	3	2	14	-0.9	1614	-2
Nc1c(NC2CCCCC2)c2ccccc2oc1=O
 : 1.7	3	-5	0	-1.8	8	9	11	1.0	1718	1
COc1cc(C(c2c(C)[nH][nH]c2=O)c2c(C)[nH][nH]c2=O)cc(OC)c1OC
 : 1.8	4	0	-20	1.2	4	11	4	0.0	1698	2
Cc1ccccc1C(=O)N/N=C1\SCC(=O)N1Cc1ccco1
 : 0.0	2	-3	-5	-1.1	-3	2	1	0.1	1491	-4
O=C(c1ccco1)N1CCN(S(=O)(=O)c2ccc(S(=O)(=O)NC3CCCCC3)cc2)CC1
 : 0.2	-3	2	17	.	5	11	1	0.3	1348	-6
O=C(COC(=O)c1cncc(Br)c1)NCc1ccccc1Cl
 : 1.6	4	-7	-3	-1.1	4	9	-2	-0.1	1711	-7
O=C(Nc1nn[nH]n1)c1cccc([N+](=O)[O-])c1
 : 1.0	3	-11	-9	1.2	0	0	-22	-0.9	1514	-7
CC1CCN(CCOc2ccc(OCc3ccccc3)cc2)CC1
 : -0.2	3	99*	2	-0.3	2	-3	5	-0.4	1418	-4
O=C1NN=COc2ccccc21
 : 0.4	-1	-2	-6	0.18	2	5	-20	-0.2	1447	0
Cn1cc(C(=O)N/N=C/c2cccs2)c2ccccc21
 : 1.4	6	0	11	.	1	2	-2	0.1	1551	-5
COc1ccc2c(c1)[n+](=O)c(C(C)=O)c(C)n2[O-]
 : 2.7	-1	-4	.	0.9	6	5	-1	-0.1	1504	0
O=C(N/N=C/c1coc2ccccc2c1=O)c1cn(-c2ccccc2)nc1-c1ccc(F)cc1
 : 2.5	-3	-3	-3	0.69	-1	1	-4	-0.1	1484	0
O=C(Nc1ccc(Cl)cc1)C1CCN(C(=O)NC2CCCCC2)CC1
 : -0.3	-2	-5	.	.	-2	-7	2	1.8	1390	2
CC1CCCCC1NC(=S)Nc1cccc(S(=O)(=O)N(C)C)c1 (stereo not drawn)
 : 1.8	17	30	-9	0.36	4	5	24	-0.3	1590	-6
CCOC(=O)c1ccc2c(c1)C(=O)N(C1CCCCC1)C2=O
 : 4.7	-1	-7	32	-0.31	-4	3	6	-0.3	1745	1
O=C(Cn1c(CSc2ccccc2)nc2ccccc21)Nc1ccccc1
 : 1.5	3	25	.	.	7	4	-8	-7.8	1552	-1
COc1cccc(C(=O)NCC(=O)OCC(=O)Nc2cc(OC)c([N+](=O)[O-])cc2C)c1
 : 0.5	-6	-2	-33	.	2	0	13	0.3	1460	-7
CC1(C(=O)Nc2nnc(SCc3ccccc3)s2)Cc2ccccc2C(=O)O1 (stereo not drawn)
 : 4.1	0	-2	.	0.61	-1	2	0	0.3	1475	-2
O=C(COC(=O)C1CCCC1)NCc1ccc(Cl)cc1
 : 1.6	8	-8	0	-0.085	3	2	-7	-0.5	1573	4
COc1ccc(C2C(C#N)=C(N)Oc3cc(N)ccc32)cc1OC (stereo not drawn)
 : -0.3	-3	-7	-43	.	0	1	-9	0.5	1671	-8
O=C(CN1C(=O)C2(OCCCO2)c2ccccc21)NCCc1ccccc1
 : 1.7	1	-4	-28	.	-5	-11	4	-0.8	1467	-4
CCN(CC)S(=O)(=O)c1ccc(N(C)C)c(NC(=O)CC(NC(C)=O)c2ccccc2)c1 (stereo not drawn)
 : 0.0	-1	-6	2	-2.2	2	-10	-11	0.5	1401	-6
COC(=O)c1ccc(SC)cn1
 : -0.4	4	-9	-7	.	-3	-9	4	-0.1	1521	2
Cc1ccc(C)c(CSc2ccc3nnc(-c4ccccn4)n3n2)c1
 : -1.6	-15	21	-12	-1.1	-1	-3	4	-0.9	1349	1
Cc1ccc(C(=O)CSc2n[nH]c(-c3ccco3)n2)cc1C
 : 4.1	-12	0	15	.	-8	-3	8	3.5	1435	4
O=C(c1ccc2nc(N3CCOCC3)sc2c1)N1CCCC1
 : 1.2	-5	-4	-24	.	2	-3	3	0.1	1496	-9
COc1ccc(/C=N/n2c(SC)nnc2-c2ccccc2)cc1C
 : 0.3	-4	63*	25	.	11	4	-16	-0.2	1663	1
COCc1[nH]nc2c1C1(C(=O)N(C)c3ccccc31)C(C#N)=C(N)O2 (stereo not drawn)
 : 0.3	-1	-6	-11	0.88	10	2	0	0.6	1554	1
Cc1ccc(-c2noc(CN3CCC(C(N)=O)CC3)n2)cc1
 : 0.8	-6	-6	-31	1.4	-1	-1	-9	1.9	1463	3
C=CCn1c(SCc2c(C)noc2C)nc2sc3c(c2c1=O)CCC(C)C3 (stereo not drawn)
 : 5.4	2	6	.	-0.63	0	8	5	0.5	1574	0
CNC(=S)N1CCc2ccccc2C1
 : -0.1	0	2	-9	.	0	4	.	0.0	1516	-4
CC(=O)NC12CC3CC(C1)CC(C(=O)OCC(=O)NC(=O)c1cccn1C)(C3)C2
 : 0.3	3	-3	6	-0.34	5	9	7	1.7	1565	-5
Cc1ccsc1C1NC(=O)c2ccccc2N1 (stereo not drawn)
 : -0.6	-3	-2	.	.	0	5	0	2.6	1507	1
Cc1ccc(CNc2ccc3c(c2)ncn3C(C)(C)C)cc1
 : 0.8	12	22	-8	-0.68	9	-6	-35	0.0	1689	2
CC(=O)C1=C(O)C(=O)N(CCN2CCOCC2)C1c1ccc(N(C)C)cc1 (stereo not drawn)
 : .	-2	0	-11	.	-8	0	.	2.2	1487	.
O=C(O)C1CCN(C(=O)c2ccccc2C(=O)N2CCC(C(=O)O)CC2)CC1
 : 0.3	3	-3	-29	.	-1	-6	0	0.6	1663	-2
S=c1[nH]cc(-c2ccc(Cl)cc2)n1-c1ccccc1
 : 3.4	5	-3	-2	0.33	3	1	-19	-0.5	1598	-6
CCOC(=O)c1ccc(NC(=O)CN2C(=O)CSCC2=O)cc1
 : 1.6	0	30	-9	.	-3	-2	0	0.2	1600	-1
O=C(/C=C/c1ccccc1)NCCc1ccc2c(c1)OCCO2
 : 0.4	-4	-6	1	.	1	8	1	0.5	1599	-13
COc1cccc(C(=O)Nc2ccc(N(C)C)cc2)c1OC
 : 1.6	9	-1	18	-0.04	9	9	2	-0.6	1677	0
